Assay outcomes deposited in PubChem by National Center for Advancing Translational Sciences (NCATS).
TRb-SRC2 inh – TRbeta-SRC2 interaction inhibition. P10828. TRbeta-SRC2 peptide binding, fluorescence polarization; receptor liganded with 1 µM T3. Potency, µM (titrated, usually from 106 µM), for inactives: at the highest dose activity change, negative = inhibition, hits mostly inhibitors. actives 0.065% (n = 280,000);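 also: plate controls were bound peptide for no effect and peptide without receptor for full effect; nearly all actives have a fitted effect of over 50% in size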
Target sequence (P10828 whole entry, looked up): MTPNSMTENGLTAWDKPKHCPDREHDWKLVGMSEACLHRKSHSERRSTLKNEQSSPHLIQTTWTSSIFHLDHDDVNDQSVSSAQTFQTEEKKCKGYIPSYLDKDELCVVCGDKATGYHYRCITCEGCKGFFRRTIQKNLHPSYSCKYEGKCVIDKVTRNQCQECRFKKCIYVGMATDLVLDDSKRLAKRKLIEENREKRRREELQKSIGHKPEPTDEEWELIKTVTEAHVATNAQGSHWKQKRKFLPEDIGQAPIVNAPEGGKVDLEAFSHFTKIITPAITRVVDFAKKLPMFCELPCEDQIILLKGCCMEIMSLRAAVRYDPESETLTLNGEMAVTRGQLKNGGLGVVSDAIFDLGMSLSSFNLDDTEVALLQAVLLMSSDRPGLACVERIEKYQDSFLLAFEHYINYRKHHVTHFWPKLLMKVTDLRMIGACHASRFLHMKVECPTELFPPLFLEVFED
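Read-out is fluorescence polarization (555 nm excitation, 632 nm emission) of a Texas Red SRC2 coactivator peptide; loss of signal reflects blocked binding to human TRb ligand-binding domain in the presence of 1 uM T3.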
LMNA splice mod – changes lamin A minigene splicing in HeLa cells; HeLa LMNA splicing GFP/RFP minigene ratio, 48 h; AID 1487; Potency, µM (top dose mostly 46.1 µM), for the others: top-dose ratio change, negative = inhibition, actives largely listed as inhibitors; actives 0.01% (n = 200,000); active = well fitted inhibition curve with a large enough effect in the signal ratio, with a control signal flat, not every such curve was filed as active; inconclusive = small, poorly fitted or top-dose-only effect, or effect the other way, or a change in a side signal; the % refers to the signal ratio; also: % is scaled to controls: 0 for no effect and ±100 for the full control effect
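Read-out is the ratio of GFP to DsRed2 object intensity, acquired by 488 nm laser-scanning cytometry on HeLa lamin A-EGFP minigene reporter cells. Compound incubation 48 hrs at 37 °C in Opti-MEM with 2% FBS; DMSO 0.5% final.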
ALDH1A1 inh – ALDH1A1 (human) enzyme inhibition; Purified ALDH1A1, NADH fluorescence, propionaldehyde substrate; Potency, µM (doses to about 75.3 µM), for inactives: top-dose activity, negative = inhibition, hits mostly inhibitors; actives 7.3% (n = 220,000); active = well fitted inhibition curve with a large enough effect, not every such curve was filed as active; inconclusive = small, poorly fitted or top-dose-only effect, or another doubt; inactive = no such curve, though single readings can be large or run the other way;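 also: plate controls were no enzyme wells and a reference inhibitor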
Target sequence (P00352 whole entry, looked up): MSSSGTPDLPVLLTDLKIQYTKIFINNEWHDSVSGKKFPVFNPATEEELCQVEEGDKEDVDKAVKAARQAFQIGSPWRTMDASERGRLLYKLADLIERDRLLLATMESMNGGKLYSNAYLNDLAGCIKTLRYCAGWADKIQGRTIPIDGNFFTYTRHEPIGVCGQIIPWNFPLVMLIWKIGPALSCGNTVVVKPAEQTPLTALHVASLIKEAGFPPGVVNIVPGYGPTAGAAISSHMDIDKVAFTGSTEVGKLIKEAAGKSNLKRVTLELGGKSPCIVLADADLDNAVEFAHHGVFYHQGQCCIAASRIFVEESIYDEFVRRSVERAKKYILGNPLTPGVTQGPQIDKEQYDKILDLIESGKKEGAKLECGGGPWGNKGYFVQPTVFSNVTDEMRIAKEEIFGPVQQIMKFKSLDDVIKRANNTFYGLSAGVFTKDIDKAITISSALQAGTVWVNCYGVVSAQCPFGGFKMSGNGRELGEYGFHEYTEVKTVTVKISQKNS
RECQ1 helicase – blocks DNA unwinding by human RECQ1; P46063; RECQ1 DNA unwinding, red fluorescence kinetic read; Potency, µM (highest dose often 57.3 µM), without a hit: at the highest dose activity, negative = inhibition, actives largely listed as inhibitors; actives 0.54% (n = 240,000);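 also: plate controls were vehicle for no effect and no enzyme for full effect; nearly all actives have a fitted effect of over 30% in size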
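50 nM RECQ1T1 preincubated 15 min with compound in Tris pH 8.0 buffer with MgCl2, DTT, Tween-20 and 2.5 ug/ml poly(dI-dC); started with 200 nM TAMRA/BHQ-2 forked duplex and 2 mM ATP. Unwinding read as fluorescence (525/598 nm), two reads 2 h apart.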
KDM4E inh – JMJD2E (human) inhibition; AID 2147; B2RXH2; JMJD2E catalytic domain, FDH-coupled NADH fluorescence (FDH is formaldehyde dehydrogenase); Potency, µM (titrated, usually from 57.1 µM), without a hit: at the highest dose activity change, negative = inhibition, actives largely listed as inhibitors; actives 1.6% (n = 230,000); active = well fitted inhibition curve with a large enough effect, not every such curve was filed as active; inconclusive = small, poorly fitted or top-dose-only effect, or another doubt; inactive = no such curve, though single readings can be large or run the other way;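 also: 0% = wells with enzyme and -100% = buffer wells without enzyme; nearly all actives have a fitted effect of over 50% in size; many of its hits are not listed in these tables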
SMN2 splice up – SMN2 splice variant enhancement; AID 1458; Potency, µM (top dose mostly 46.1 µM), for inactives: top-dose activity change, positive = activation, actives largely listed as activators; actives 2.8% (n = 210,000); HEK293 SMN2-luciferase splicing reporter, luminescence, 30-36 h; also: % of control where 0% means no effect; nearly all actives have a fitted effect of over 55% in size
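qHTS luciferase splicing reporter: luminescence rises when SMN2 exon 7 is included in transfected HEK293 cells. Compound exposure lasted 30-36 h at 37C, with 4.5 mM final sodium butyrate as control, followed by a ONE-Glo read.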
TR SRC2 fluor cs – Texas Red fluorescence interference in TRb-SRC2 counter-screen; TRb/SRC2 Texas Red total fluorescence interference; Potency, µM (highest dose often 106 µM), for inactives: at the top dose fluorescence change, negative = quenching; actives 0.29% (n = 280,000); AID 1479; active = well fitted curve in either direction with a large enough effect; inconclusive = small, poorly fitted or top-dose-only effect; also: % is scaled to controls: 0 for no effect and ±100 for the full control effect
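Flags fluorescent or light-absorbing compounds by total fluorescence, S + 2P, at 555 nm excitation and 632 nm emission. Mixture: 20 nM Texas Red SRC2 peptide, 0.6 uM human TRb LBD, 1 uM T3, 5% DMSO; compound exposure 5 h at ambient temperature.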
RGS12 GoLoco inh – blocks human Gai1 binding to RGS12 GoLoco peptide, red readout; Potency, µM (highest dose often 61.6 µM), without a hit: at the top dose activity, negative = inhibition, usual class: inhibitors; P63096; Gai1:RGS12 GoLoco peptide FP, rhodamine, 10 min; AID 880; actives 0.44% (n = 230,000); active = well fitted inhibition curve with a large enough effect, not every such curve was filed as active; inactive = no such curve, though single readings can be large or run the other way; also: % is scaled to controls: 0 for no effect and ±100 for the full control effect; nearly all actives have a fitted effect of over 30% in size; many of its hits are not listed in these tables
* = called active by the depositor; i = inactive; ? = inconclusive; nt = no result given; [ ] = another dose, or the depositor's remark. Unless noted, calls follow the shape of the dose curve; as a rule, active = well fitted curve in the direction sought with a large enough effect; inconclusive = small, poorly fitted or top-dose-only effect, or another doubt; inactive = no such curve, though single readings can be large; an effect the other way counts as inactive or inconclusive. Potency is read from the fitted curve at half-maximal effect. The list is partial. The share of hits here may be higher or lower than overall.

#1 CC1(C)CC(=O)/C(=C(\O)c2ccccc2)C(=NCCO)C1
#2 CNc1ncnc(Sc2ccc(Cl)cc2)c1[N+](=O)[O-]
#3 CC(=O)OCC(OC(C)=O)C(OC(C)=O)C(OC(C)=O)C(=O)Nc1ccccc1 (stereo not given)
#4 CCC[C@H]1C[C@H](C(=O)N[C@@H]([C@H]2O[C@@H](SC)[C@@H](O)[C@@H](O)[C@@H]2O)[C@H](C)Cl)N(C)C1
#5 Cc1ccc(S(=O)(=O)c2c(C)cc(C)nc2Cl)c(C)c1
#6 CCCn1c(CCc2ccccc2)nnc1SCC(=O)N1CCOCC1
assay / compound	1	2	3	4	5	6
ALDH1A1 inh	2%	5%	9%	11%[20.9 µM]	8%	-3%
RECQ1 helicase	i	i	i	-3%[25.9 µM]	-13%	0%
RGS12 GoLoco inh	13%	-4%	5%	8%[21.6 µM]	3%	2%
SMN2 splice up	1%	nt	6%	18%[20.6 µM]	-9%	9%
KDM4E inh	5%	7%	-7%	0%[25.5 µM]	4%	4%
LMNA splice mod	10%	-16%[46 µM]	nt	-15%	0%	7%
TR SRC2 fluor cs	2%	0%	-2%	-1%	-2%	-2%
TRb-SRC2 inh	7%	-2%	6%	2%	7%	-1%

#7 CCN(CC)S(=O)(=O)c1ccc(Cl)c(NC(=O)COC(=O)c2c(C)noc2C)c1
#8 CCC(=O)c1ccc(OCC(O)CN2CCOCC2)cc1 (stereo not given)
#9 NC(=NCCc1ccccc1)NS(=O)(=O)c1ccccc1
#10 O=C(COC(=O)C1CC1)Nc1ccc2c(c1)OCO2
#11 CCOC(=O)C1(Cc2cccc(Cl)c2)CCCN(C(=O)c2cccc(C)n2)C1 (stereo not given)
#12 CC/C=C/C/C=C/C/C=C/CCCCCCCC(=O)OCC
assay / compound	7	8	9	10	11	12
ALDH1A1 inh	-1%	3%	14%	-5%	3%	1.1µM*
RECQ1 helicase	-4%	i	-1%	-13%	6%	-2%
RGS12 GoLoco inh	-48%	3%	3%	8%	3%	-7%
SMN2 splice up	-38%[inhibitor]	7%	-12%	-7%	nt	-4%
KDM4E inh	-4%	0%	-4%	-3%	-25%	nt
LMNA splice mod	?	7%	14%	nt	nt	nt
TR SRC2 fluor cs	-1%	-4%	-3%	-2%	-5%	-3%
TRb-SRC2 inh	3%	-7%	-3%	-2%	1%	-1%

#13 CC(C)CC(=O)NC(=S)Nc1ccc(S(=O)(=O)Nc2nccs2)cc1
#14 CN(CCO)C(=O)CCC(=O)Nc1ccc(S(N)(=O)=O)cc1
#15 CCc1ccc2c(c1)c1nnc(NN)nc1n2C
#16 O=C(c1ccccc1F)N1CCN(c2ccccc2)CC1
#17 CC(C)C(=O)O/N=C1\CCS(=O)(=O)c2sccc21
#18 COc1ccc(OCc2nnc(SCC(=O)N3CCOCC3)o2)cc1
assay / compound	13	14	15	16	17	18
ALDH1A1 inh	-16%	1%	nt	-8%	-12%	-5%
RECQ1 helicase	-9%	-11%	-4%	i	19%	i
RGS12 GoLoco inh	2%	-12%	-48%	4%	4%	9%
SMN2 splice up	11%	-9%	nt	-2%	-8%	4%
KDM4E inh	-1%	-4%	-26%	-1%	6%	-5%
LMNA splice mod	-9%	-4%	nt	-16%	-6%[46 µM]	6%[46 µM]
TR SRC2 fluor cs	-2%[53 µM]	-3%	-1%	-6%	-3%	0%
TRb-SRC2 inh	-3%[53 µM]	5%	6%	-5%	-3%	-8%

#19 COc1ccc2c(-c3cccnc3)cc(=O)[nH]c2c1
#20 O=C(c1ccc(S(=O)(=O)N2CCCCCC2)cc1)N(c1ccccn1)C1CCCCC1
#21 COc1ccc(C2(C)NC(=O)N(CC(=O)Nc3ccc4c(c3)OCO4)C2=O)cc1OC (stereo not given)
#22 COc1ccc(OC)c(C2C(C#N)=C(N)Oc3cc(C)[nH]c(=O)c32)c1 (stereo not given)
#23 O=C(CNC(=S)NC(=O)c1ccco1)c1ccccc1
#24 CCC(C)(C)n1nnnc1C(c1cccnc1)N1CCN(c2cccc(C(F)(F)F)c2)CC1 (stereo not given)
assay / compound	19	20	21	22	23	24
ALDH1A1 inh	?	?	-7%	-1%	20µM*	10%
RECQ1 helicase	-10%	-8%	-9%	6%	-18%	-16%
RGS12 GoLoco inh	-5%	3%	28%	3%	12%	8%
SMN2 splice up	5%	-11%	25%	2%	2%	-17%
KDM4E inh	?	7%	-3%	2%	5%	-2%
LMNA splice mod	7%	-8%[46 µM]	5%	-4%	3%	1%
TR SRC2 fluor cs	4%	2%	1%	-5%	0%	1%
TRb-SRC2 inh	-18%	-1%	0%	0%	-23%	-2%

#25 Cc1ccc2[nH]c3c(c2c1)CCC3=O
#26 COc1cc2c(cc1NC(=O)Cc1ccc(C)cc1)oc1ccccc12
#27 Cc1ccc(C(=O)N(CC(=O)NC2CCCCC2)c2ccccc2F)s1
#28 O=C(NCc1ccc2c(c1)OCO2)C1CC(c2ccc(Cl)cc2)=NO1 (stereo not given)
#29 COC(=O)c1c(N)n(-c2ccc(NC(C)=O)cc2)c2nc3ccccc3nc12
#30 CC12COC3(C(=O)Nc4ccc([N+](=O)[O-])cc4)CC1CCC32C (stereo not given)
assay / compound	25	26	27	28	29	30
ALDH1A1 inh	?	?	7%	7%	?	2%
RECQ1 helicase	i	-8%	-1%	-14%	2%	-11%
RGS12 GoLoco inh	2%	-1%	1%	-12%	32%[activator]	8%
SMN2 splice up	16%	8.9µM*	nt	3%	16%	-28%
KDM4E inh	?	?	13%	3%	?	12%
LMNA splice mod	?	-20%	?	1%	-19%	?
TR SRC2 fluor cs	-1%	-2%	0%	1%	-3%	2%
TRb-SRC2 inh	4%	-2%	-7%	-2%	4%	-17%

Compound profiles, as listed above. Screens in order: ALDH1A1 inh, RECQ1 helicase, RGS12 GoLoco inh, SMN2 splice up, KDM4E inh, LMNA splice mod, TR SRC2 fluor cs, TRb-SRC2 inh
Cc1ccc(C(=O)N(CC(=O)NC2CCCCC2)c2ccccc2F)s1 in the list: 7%, -1%, 1%, nt, 13%, ?, 0%, -7%
COc1cc2c(cc1NC(=O)Cc1ccc(C)cc1)oc1ccccc12 in the list: ?, -8%, -1%, 8.9µM*, ?, -20%, -2%, -2%
COC(=O)c1c(N)n(-c2ccc(NC(C)=O)cc2)c2nc3ccccc3nc12 in the list: ?, 2%, 32%[activator], 16%, ?, -19%, -3%, 4%
CC12COC3(C(=O)Nc4ccc([N+](=O)[O-])cc4)CC1CCC32C (stereo not given) in the list: 2%, -11%, 8%, -28%, 12%, ?, 2%, -17%

(listing goes on)
#31 C=C1C(C(=O)Nc2ccc(OCC)cc2)C1C(=O)Nc1ccc(OCC)cc1 (stereo not given)
#32 CCNC(=O)CCn1nc(-c2ccc(Cl)cc2)c2ccccc2c1=O
#33 O=C(O)[C@H]1CN[C@H](C(=O)O)C1
#34 CC(=O)CCn1c(=O)n(CCC(C)=O)c(=O)n(CCC(C)=O)c1=O
#35 O=C(CC1C(=O)NCCN1C/C=C/c1ccccc1)NCCc1ccncc1 (stereo not given)
#36 Cc1nnc(SCCn2c(Br)nc3c2c(=O)[nH]c(=O)n3C)s1
assay / compound	31	32	33	34	35	36
ALDH1A1 inh	2%	-2%	-6%	2%	-6%	7.9µM*
RECQ1 helicase	6%	-5%	-9%	6%	11%	-3%
RGS12 GoLoco inh	6%	-23%	-12%	10%	19%	3%
SMN2 splice up	17%	-12%	nt	21%	-5%	2%
KDM4E inh	9%	3%	-22%	0%	-13%	3%
LMNA splice mod	?	6%[0.0737 µM]	nt	4%	-6%[46 µM]	1%
TR SRC2 fluor cs	0%	-2%	-4%	-1%	0%	0%
TRb-SRC2 inh	-7%	-14%	-3%	15%	-2%	4%

#37 Cc1cccc(NC(=O)NNC(=O)c2cc(-c3ccccc3Cl)nc3ccccc23)c1
#38 C/C=C/c1ccc(OCCCCOc2ccc(OC)cc2)c(OC)c1
#39 S=C(NCc1cccs1)Nc1cccc(Cl)c1Cl
#40 CC(=O)Cc1nsc(NC(=O)c2ccc(-c3ccc(Cl)c(Cl)c3)o2)n1
#41 O=C(CSc1ccc(-c2cccs2)nn1)N1CCCCC1
#42 O=C(CSc1ncnc2c1sc1ccccc12)Nc1ccc(Br)cc1
assay / compound	37	38	39	40	41	42
ALDH1A1 inh	?	?	?	?	?	-14%
RECQ1 helicase	-3%	-10%	8%	-13%	-3%	-8%
RGS12 GoLoco inh	-8%	7%	nt	14%	5%	-2%
SMN2 splice up	-14%	-11%	nt	3%	?	1%[1.84 µM]
KDM4E inh	-2%	-21%	-7%	?	?	11%
LMNA splice mod	-11%	?	?	-4%[9.22 µM]	-16%	?
TR SRC2 fluor cs	0%	1%	0%	0%	-3%	0%
TRb-SRC2 inh	7%	2%	1%	5%	-4%	-10%

#43 CCN(c1ccccc1)S(=O)(=O)c1cc(C(=O)O)ccc1C
#44 O=C(COC(=O)c1cc(Br)ccc1Cl)NC1CCCC1
#45 CCC(C)[C@H](NC(=O)NCc1ccco1)C(=O)O (stereo not given in full)
#46 CCOc1ccccc1NC(=O)/C(C#N)=C/c1c(C)nn(-c2ccc(F)cc2)c1Cl
#47 O=c1c(CCc2ccccc2)nc2cnc(N3CCOCC3)nc2n1Cc1cccs1
#48 CC(=O)c1c(C)[nH]c(C(=O)OCC(=O)Nc2ncc(Cl)c(C)c2Cl)c1C
assay / compound	43	44	45	46	47	48
ALDH1A1 inh	0%	-5%	8%	14%	?	-8%
RECQ1 helicase	28µM*	i	-11%	-27%	-5%	-17%
RGS12 GoLoco inh	12%	2%	-6%	6%	8%	31%[activator]
SMN2 splice up	6%	9%	-10%	-5%	nt	-5%
KDM4E inh	0%	5%	5%	6%	nt	19%
LMNA splice mod	13%[0.0737 µM]	-16%[46 µM]	6%	?	11%	7%
TR SRC2 fluor cs	-3%	0%	1%	1%	nt	4%
TRb-SRC2 inh	-3%	1%	-10%	5%	nt	-9%
